# Source: PubChem BioAssay
# GST TR-FRET counter – biotin-GST/anti-GST TR-FRET signal inhibitors, dose response, artefact control for Vif-APOBEC3G degradation inhibitor project, biochemical (AID 1117362). TR-FRET counter screen, biotin-GST/anti-GST signal. inhibition, % at the top dose, mostly 100 µM; hits show IC50 in µM. 3,600 tested, 2.8% active;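 active means inhibition above 30% at one or more concentrations, seen consistently on every test date; inconclusive means results that disagree between repeat test dates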;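 further: biotinylated GST protein used in place of GST-Vif 1-94 and biotin-A3G peptide; detects fluorescence quenchers or blockers of GST binding to anti-GST antibody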
# An asterisk follows results filed as active; ? = inconclusive. Only part of the results is shown. The share of hits here may be higher or lower than overall.
# Sample of the layout (four entries):
(1) O=C(N/N=C/c1cn(Cc2cccc(F)c2)c2ccccc12)c1cc(O)cc(O)c1
  GST TR-FRET counter = 6.5%
(2) CN(C)NC(=S)NC1CCS(=O)(=O)C1 (configuration not stated)
  GST TR-FRET counter = -5.6%
(3) COc1ccc2oc(C(F)(F)C(F)(F)F)cc(=O)c2c1
  GST TR-FRET counter = -0.7%
(4) CC(=O)c1c(C)[nH]c(C(=O)Nc2ccc(C)c(C)c2)c1C
  GST TR-FRET counter = 0.2%

# Main list, repeating the preview:
(1) O=C(N/N=C/c1cn(Cc2cccc(F)c2)c2ccccc12)c1cc(O)cc(O)c1
  GST TR-FRET counter = 6.5%
(2) CN(C)NC(=S)NC1CCS(=O)(=O)C1 (configuration not stated)
  GST TR-FRET counter = -5.6%
(3) COc1ccc2oc(C(F)(F)C(F)(F)F)cc(=O)c2c1
  GST TR-FRET counter = -0.7%
(4) CC(=O)c1c(C)[nH]c(C(=O)Nc2ccc(C)c(C)c2)c1C
  GST TR-FRET counter = 0.2%
(5) CC1Cc2ccccc2N1Cc1nc2cc(C(F)(F)F)ccc2c(=O)[nH]1 (configuration not stated)
  GST TR-FRET counter = 0.4%
(6) Cc1ccc(C)c(S(=O)(=O)Nc2ccc3scnc3c2)c1
  GST TR-FRET counter = 8.3%
(7) Cc1cc(-c2[nH]nc3c2C(c2cccc(O)c2)C(C#N)=C(N)O3)c(C)s1 (configuration not stated)
  GST TR-FRET counter = -3.0%
(8) COc1ccc(/C=C/c2nnc(NC(=O)CSc3ccc(C)cc3)s2)cc1
  GST TR-FRET counter = -1.5%
(9) Cc1c(C=O)c(C=O)c(C)n1Cc1ccccc1
  GST TR-FRET counter = 0.8%
(10) CCCC(C)NC(=O)CSCc1ccc(OC)cc1 (configuration not stated)
  GST TR-FRET counter = -1.3%
(11) N#Cc1cccc(Oc2ccc(S(=O)(=O)N3CCCC3)cn2)c1
  GST TR-FRET counter = 1.6%
(12) CCS(=O)(=O)N1CCN(C(=O)c2cccc3ccccc23)CC1
  GST TR-FRET counter = -0.7%
(13) Clc1ccc2nc3ccccn3c2c1
  GST TR-FRET counter = -4.2%
(14) CN(C)CCOCCSc1ccc(Cl)cc1
  GST TR-FRET counter = 7.3%
(15) Cc1ccc2nsnc2c1S(=O)(=O)N(Cc1ccco1)Cc1cc2cccc(C)c2[nH]c1=O
  GST TR-FRET counter = 7.7%
(16) CCc1nc(OCc2ccco2)c2sc3nc4c(cc3c2n1)COC(C)(C)C4
  GST TR-FRET counter = 1.8%
(17) CCCCn1nc(C(=O)O)ccc1=O
  GST TR-FRET counter = -6.4%
(18) COC(=O)C(C)Sc1nnc(Cc2cc(=O)[nH]c(=O)[nH]2)n1-c1cc(C)ccc1C (configuration not stated)
  GST TR-FRET counter = 0.7%
(19) CC(=O)Nc1ccc(C=C(C#N)c2ccc(C)cc2)cc1
  GST TR-FRET counter = 2.1%
(20) Cc1ccc(NC(=O)COc2ccc(/C=N/NC(=O)CSCc3ccccc3)cc2)cc1
  GST TR-FRET counter = 2.0%
(21) COC(=O)C1C(O)=C(C=Nc2ccc(N)cc2)C(=O)CC1(C)C (configuration not stated)
  GST TR-FRET counter = 1.8%
(22) O=C(O)CCC(=O)NNC(=O)CCC(=O)NCc1ccccc1
  GST TR-FRET counter = -3.3%
(23) CCOc1cccc(=O)c2c(C)n(C)c(C)c12
  GST TR-FRET counter = 16.9%
(24) S=c1nc(-c2ccc(Br)cc2)oc2c1CCCC2
  GST TR-FRET counter = -1.4%
(25) O=C1C=C(c2c(O)ccc3ccccc23)c2ccccc2C1=O
  GST TR-FRET counter = >100µM*

# Entries by screen from above.
# Entries 9 to 20 in GST TR-FRET counter read 0.8%, -1.3%, 1.6%, -0.7%, -4.2%, 7.3%, 7.7%, 1.8%, -6.4%, 0.7%, 2.1%, 2.0%

# Next results follow:
(26) CCN1CCN(c2ccc(S(=O)(=O)N3CCCCC3)cc2NC(=O)Cc2ccc(Cl)c(Cl)c2)CC1
  GST TR-FRET counter = -2.7%
(27) CCCN(CC(=O)Nc1ccccc1C)C(=O)COC(=O)c1cnc(C)cn1
  GST TR-FRET counter = 3.0%
(28) O=[N+]([O-])c1ccccc1S(=O)(=O)NC1CCCC1
  GST TR-FRET counter = 2.2%
(29) CSCCC(NC(=O)C1CCC(C)CC1)C(=O)NCc1ccco1 (configuration not stated)
  GST TR-FRET counter = -0.7%
(30) Cc1cc(SCC2=NNC(=O)C2)c(Cl)cc1Cl
  GST TR-FRET counter = 3.3%
(31) Cc1ccnc(N2CCC(C(=O)NNC(=O)c3ccccc3C)CC2)n1
  GST TR-FRET counter = 3.5%
(32) COc1ccc(OC)c(C2NC(=O)NC(C)=C2C(=O)Nc2ccc(C)cc2)c1 (configuration not stated)
  GST TR-FRET counter = 2.8%
(33) COc1cccc(CN2CCNC(=O)C2CC(=O)NCCn2nc(C)cc2C)c1OC (configuration not stated)
  GST TR-FRET counter = -0.5%
(34) Cc1ccc(SCC2=NNC(=O)C2)cc1
  GST TR-FRET counter = -5.6%
(35) Cn1cc(/C=C/C(=O)N2CCCC(C(=O)c3cccc(C(F)(F)F)c3)C2)cn1 (configuration not stated)
  GST TR-FRET counter = 4.6%
(36) Fc1ccc(-c2nnc(Cc3nnc(-c4ccc(F)cc4)o3)o2)cc1
  GST TR-FRET counter = 1.8%
(37) COc1ccccc1/C=C/C=C1N=C(/C=C/c2ccc(Cl)cc2)OC/1=O
  GST TR-FRET counter = 1.1%
(38) CCN(CC)c1ccc(NC(=O)c2ccco2)cc1
  GST TR-FRET counter = 8.1%
(39) CCCCn1c(N)c(N(CCOC)C(=O)c2cc(-c3ccco3)nc3ccccc23)c(=O)[nH]c1=O
  GST TR-FRET counter = 10.9%
(40) Cc1c(C(=O)Nc2ccncc2)oc2c1C(=O)CC(C)(C)C2
  GST TR-FRET counter = -4.6%
(41) CCOC(=O)c1sc(-c2ccccc2)cc1NC(=O)CSc1nnnn1C
  GST TR-FRET counter = -4.7%
(42) CS(=O)(=O)c1ccc(C(=O)Nc2nc(-c3ccco3)c(-c3ccco3)s2)cc1
  GST TR-FRET counter = -1.3%
(43) CC(NC(=O)/C(C#N)=C/c1cn[nH]c1-c1ccccc1)c1ccccc1 (configuration not stated)
  GST TR-FRET counter = -0.8%
(44) CCn1c(-c2csc(-c3ccc(Cl)cc3)n2)n[nH]c1=S
  GST TR-FRET counter = 4.7%
(45) CCCNC(=O)c1ccc2c(c1)C1C3CCC(C3)C1C(c1ccccc1)N2 (configuration not stated)
  GST TR-FRET counter = 5.8%
(46) CCCNC(=O)c1cccc(Cn2nc(C)c(Br)c2C)c1
  GST TR-FRET counter = -0.4%
(47) COCCCNC(=O)/C(C#N)=C/c1ccc(OCC(=O)O)c(OC)c1
  GST TR-FRET counter = 5.3%
(48) C#CCSc1nnc(-c2sc3ccccc3c2Cl)o1
  GST TR-FRET counter = 3.0%
(49) CCn1c(SCC(=O)NCc2ccc3c(c2)OCO3)nnc1-c1cccs1
  GST TR-FRET counter = 4.2%
(50) COc1ccc(S(=O)(=O)N(CCc2ccccc2)CC(=O)NC(C)C)cc1
  GST TR-FRET counter = 1.6%

(51) O=C1C2CCCN2C(c2ccccc2)N1c1nccs1 (configuration not stated)
  GST TR-FRET counter = 1.0%
(52) C/C(=N\Nc1ccc([N+](=O)[O-])cc1[N+](=O)[O-])c1cc2c(ccc3ccccc32)oc1=O
  GST TR-FRET counter = 0.0%
(53) CCc1ccc(N/C(SCc2cccc(F)c2)=C(/C#N)C(=O)NCc2ccco2)cc1
  GST TR-FRET counter = -1.2%
(54) CCCn1nnnc1-c1cccc(Cl)c1
  GST TR-FRET counter = 5.1%
(55) O=C(/C(=N/N=C/c1ccc(O)c(O)c1O)c1ccccc1)c1ccccc1
  GST TR-FRET counter = 11.2%
(56) CCC(C)(C)n1nnnc1C(c1ccc2ncccc2c1)N1CCN(c2ccc(O)cc2)CC1 (configuration not stated)
  GST TR-FRET counter = 11.3%
(57) CCOC(=O)C1=C(N)n2c(s/c(=C/c3ccco3)c2=O)=C(C(=O)OC)C1c1ccco1 (configuration not stated)
  GST TR-FRET counter = 4.9%
(58) CCN1CCN(c2ccc(NC(=O)Cc3ccccc3)cc2)CC1
  GST TR-FRET counter = >100µM*
(59) O=C(Nc1ccccc1-c1nnn(CC(=O)N2CCc3ccccc3C2)n1)C1CCC1
  GST TR-FRET counter = 0.1%
(60) CCN1C(=O)/C(=C/N2CC(C)CC(C)C2)SC1=S (configuration not stated)
  GST TR-FRET counter = 3.4%
(61) CCCSC1=N/C(=C\C=C\c2ccco2)C(=O)S1
  GST TR-FRET counter = -0.6%
(62) CCC(NC(=O)Nc1ccc(O)cc1)(C(F)(F)F)C(F)(F)F
  GST TR-FRET counter = 1.1%
(63) CC1CCN(S(=O)(=O)c2ccc(C(=O)NCc3ccc4c(c3)OCO4)cc2)CC1
  GST TR-FRET counter = -5.2%
(64) Clc1ccc(/C=N/c2c(-c3ccco3)nc3ccccn23)cc1
  GST TR-FRET counter = ?
(65) O=C1N(Cc2cccnc2)C[C@@H]2C[C@@H](c3ccc4nsnc4c3)N3CCC[C@@]123
  GST TR-FRET counter = 10.5%
(66) OCCNc1ccc(Cl)cc1
  GST TR-FRET counter = 7.4%
(67) Nc1ccc(N2CCN(CCCCN3C(=O)C4CCCN4C3=O)CC2)cc1 (configuration not stated)
  GST TR-FRET counter = 3.15µM*
(68) CCOC(=O)c1c(C)[nH]c(C(=O)CSc2nnc(C3CC3)n2N)c1C
  GST TR-FRET counter = 21.2%
(69) COc1cccc(C(C#N)N2CCCCC2)c1O (configuration not stated)
  GST TR-FRET counter = 0.3%
(70) CCOC(=O)C1CCCN(c2c(NCCN(CC)c3ccccc3)c(=O)c2=O)C1 (configuration not stated)
  GST TR-FRET counter = 2.9%
(71) O=C1CCCC(NCCCCCCNC2=C([N+](=O)[O-])C(=O)CCC2)=C1[N+](=O)[O-]
  GST TR-FRET counter = 0.9%
(72) O=C(/C=C/c1ccc(O)c(O)c1)OC1C(O)CC(OC(=O)/C=C/c2ccc(O)c(O)c2)(C(=O)O)CC1O (configuration not stated)
  GST TR-FRET counter = -5.1%
(73) CC12C(=O)N(c3ccccc3C(=O)O)C(=O)C1C1C=CC2C1 (configuration not stated)
  GST TR-FRET counter = 2.1%

# Reprinted: entries 68–71
(68) CCOC(=O)c1c(C)[nH]c(C(=O)CSc2nnc(C3CC3)n2N)c1C
  GST TR-FRET counter = 21.2%
(69) COc1cccc(C(C#N)N2CCCCC2)c1O (configuration not stated)
  GST TR-FRET counter = 0.3%
(70) CCOC(=O)C1CCCN(c2c(NCCN(CC)c3ccccc3)c(=O)c2=O)C1 (configuration not stated)
  GST TR-FRET counter = 2.9%
(71) O=C1CCCC(NCCCCCCNC2=C([N+](=O)[O-])C(=O)CCC2)=C1[N+](=O)[O-]
  GST TR-FRET counter = 0.9%

# Five entries picked at random from those above, as already listed:
(71) O=C1CCCC(NCCCCCCNC2=C([N+](=O)[O-])C(=O)CCC2)=C1[N+](=O)[O-]
  GST TR-FRET counter = 0.9%
(73) CC12C(=O)N(c3ccccc3C(=O)O)C(=O)C1C1C=CC2C1 (configuration not stated)
  GST TR-FRET counter = 2.1%
(34) Cc1ccc(SCC2=NNC(=O)C2)cc1
  GST TR-FRET counter = -5.6%
(40) Cc1c(C(=O)Nc2ccncc2)oc2c1C(=O)CC(C)(C)C2
  GST TR-FRET counter = -4.6%
(17) CCCCn1nc(C(=O)O)ccc1=O
  GST TR-FRET counter = -6.4%
